# CHT allo act: CHT positive allosteric modulators, primary screen, cell-based, membrane potential dye, choline EC20; CHT-expressing cells; stronger effect = higher value; LV-AA mutant CHT in HEK293 cells; B-score at 10 µM; 310,000 tested, 0.49% active; AID 488977, 2010;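 active means initial fluorescence not abnormally high and integrated response B-score, plate-corrected, over 3 SD above library mean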
# Target sequence (Q9GZV3 whole entry, looked up): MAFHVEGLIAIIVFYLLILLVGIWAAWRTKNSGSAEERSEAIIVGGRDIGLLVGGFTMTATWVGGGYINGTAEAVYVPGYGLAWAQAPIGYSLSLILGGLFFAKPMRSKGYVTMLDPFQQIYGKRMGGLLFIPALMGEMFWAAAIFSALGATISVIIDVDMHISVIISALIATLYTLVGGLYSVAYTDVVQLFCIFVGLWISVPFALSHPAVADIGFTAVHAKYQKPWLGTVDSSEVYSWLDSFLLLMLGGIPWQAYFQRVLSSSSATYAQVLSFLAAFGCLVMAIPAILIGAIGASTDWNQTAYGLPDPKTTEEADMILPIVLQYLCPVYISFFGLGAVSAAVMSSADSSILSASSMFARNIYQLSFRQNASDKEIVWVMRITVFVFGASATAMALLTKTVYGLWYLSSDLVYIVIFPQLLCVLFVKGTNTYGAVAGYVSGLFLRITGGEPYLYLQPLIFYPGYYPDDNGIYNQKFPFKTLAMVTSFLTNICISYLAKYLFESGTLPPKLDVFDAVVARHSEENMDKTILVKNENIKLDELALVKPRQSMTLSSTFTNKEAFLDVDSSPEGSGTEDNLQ
# OX1R antagonist: OX1R (HCRTR1) antagonists, primary screen, fluorescence, CHO/OX1R cells, Fluo-8 calcium, orexin A; 330,000 tested, 0.43% active; inhibition, % at 5 µM; Fluo-8 calcium fluorescence; Orexin/Hypocretin receptor type 1 (Homo sapiens), O43613;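 active means inhibition above its plate's threshold, mean inhibition of all tested compounds on the plate plus 3 SD, cut at about 37% in these data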;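 further: 0% = orexin A challenge wells and 100% = SB-334867-A antagonist wells; not every result past the cut was called active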
# Target sequence (O43613 whole entry, looked up): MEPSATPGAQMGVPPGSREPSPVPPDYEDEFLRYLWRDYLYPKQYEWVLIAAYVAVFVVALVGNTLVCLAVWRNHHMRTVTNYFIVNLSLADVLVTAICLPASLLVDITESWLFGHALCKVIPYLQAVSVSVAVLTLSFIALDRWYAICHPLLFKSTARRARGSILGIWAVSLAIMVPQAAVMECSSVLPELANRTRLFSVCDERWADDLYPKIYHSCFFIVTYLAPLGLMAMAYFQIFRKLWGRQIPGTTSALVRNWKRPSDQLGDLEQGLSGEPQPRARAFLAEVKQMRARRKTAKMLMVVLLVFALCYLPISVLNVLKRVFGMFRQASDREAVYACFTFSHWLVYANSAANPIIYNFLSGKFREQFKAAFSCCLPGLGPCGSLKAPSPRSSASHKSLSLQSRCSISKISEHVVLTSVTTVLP
# The depositor's hits bear a star; i = inactive; / = not tested or not shown.
entry | molecule | CHT allo act | OX1R antagonist
1 | Cc1ccc(OCc2nc(C#N)c(N3CCN(Cc4ccccc4)CC3)o2)cc1 | 11* | -22
2 | O=C(NCc1ccc(N2CCCC2=O)cc1)c1cn(Cc2ccccc2)nn1 | i | -16
3 | C/C(=N\NC(=O)c1nc2ccccn2c1C)c1cc2ccccc2o1 | i | -34
4 | Cc1cc(C)c2ccc(N)nc2c1O | i | -12
5 | O=C(Cc1ccc(-c2ccccc2)cc1)Nc1ncccc1O | i | 0
6 | Nc1n[nH]c(-c2ccc([N+](=O)[O-])cc2[N+](=O)[O-])n1 | i | -7
7 | CCCN(CCC)CCCNC(=O)c1ccc2c(c1)N(CC)C(=O)c1ccccc1S2=O (configuration not stated) | i | -15
8 | CCOc1ccccc1C(=O)NCC(=O)OCC(=O)N1CCCC1 | / | -1
9 | CS(=O)(=O)ON=C1CCN(S(=O)(=O)c2ccccc2)CC1 | i | -17
10 | O=S(=O)(Nc1ccc(N2CCOCC2)cc1)c1ccc(Cl)s1 | i | -13
11 | CCc1nnc(N/N=C/c2c(F)cccc2Cl)n1N | i | -5
12 | CC(C)CN(C(=O)CC(C)c1ccccc1)c1c(N)n(Cc2ccccc2)c(=O)[nH]c1=O (configuration not stated) | i | -36
13 | COc1ccc(NS(=O)(=O)c2cc(NC(=O)CCSc3ccccc3)ccc2OC)cc1 | i | 5
14 | Oc1ccc(-c2nccc(-c3cccs3)n2)cc1 | i | -11
15 | C/C(CCc1ccco1)=N/NC(=O)CCC(=O)Nc1ccc(Br)cc1 | i | -3
16 | COc1ccc(CC(=O)Nc2ccc3nc(SC)sc3c2)cc1OC | i | -26
17 | Cc1ccc(NC(=O)CSc2nnc(-c3ccncc3)o2)cc1C | i | -15
18 | N#CC(c1ccncc1)(c1ncc(C(F)(F)F)cc1Cl)N1CCOCC1 (configuration not stated) | i | -21
19 | CCN1CCN(c2ccc(NC(=O)c3ccc4c(c3)OCO4)cc2)CC1 | i | -8
20 | Cc1ccc(NC(=O)c2ccc(=O)n(CC(=O)Nc3ccccc3)n2)cc1 | i | -16
21 | CCc1nc(N2CCN(C(=O)c3ccco3)CC2)c(C#N)c2c1COC(C)(C)C2 | i | -33
22 | COc1cc(C(CC(=O)N2CCOCC2)c2c(OC)cc(OC)c3ccc(=O)oc23)cc(OC)c1OC (configuration not stated) | i | -11
23 | O=CN1CCN(C(=O)c2ccc(-c3nc4ccccc4s3)s2)CC1 | i | 1
24 | O=C(CCN1C(=O)/C(=C/c2ccc3c(c2)OCO3)SC1=S)Nc1ccccc1 | i | 5
25 | COc1ccc(Cl)cc1NC(=O)Cn1c(NCCO)nc2ccccc21 | i | -1
26 | COc1ccc(-c2nnc3sc(-c4ccccc4OC)nn23)cc1 | i | -8
27 | Cc1ccccc1-c1ccc(=O)n(CC(=O)Nc2ccc(S(=O)(=O)N(C)C)cc2)n1 | i | 2
28 | CCCCS/C(N)=N/N=C/c1cc(C)ccc1O | i | 11
29 | Cn1ccnc1SCC(=O)NC1(C#N)CCCCC1 | i | 3
30 | CCc1nc(CN(C)C(=O)C2CCC(=O)N(Cc3cccc(F)c3)C2)no1 (configuration not stated) | i | -8

entry | molecule | CHT allo act | OX1R antagonist
31 | Cc1cccc(N=Nc2c(N)n[nH]c2-c2ccc(Cl)cc2)c1 | i | 27
32 | Cc1cc(NC(=O)CN2C(=O)/C(=C/c3cccc(Br)c3)SC2=S)no1 | i | -2
33 | O=C(Nc1ccc(C(F)(F)F)cc1)c1ccccc1Br | i | -11
34 | CCCCN(CC)S(=O)(=O)c1ccccc1 | i | -12
35 | CNC(=S)NNC(=O)c1ccccc1Br | i | 2
36 | Cc1cccc[n+]1CC(=O)c1ccc(NC(=O)c2ccccc2)cc1 | i | -4
37 | COc1ccc(C=O)cc1OC(=O)C1(C)Cc2ccccc2C(=O)O1 (configuration not stated) | i | -16
38 | COc1ccc(OCc2cc(C(=O)N(C)Cc3nnc(C)o3)no2)c(Cl)c1 | i | -4
39 | O=C(O)CCCCCCNS(=O)(=O)c1ccccc1 | i | 3
40 | COC(=O)c1cn(NC(=O)/C=C/c2cc(OC)ccc2OC)c(=O)c2ccccc12 | i | -5
41 | Cc1ccccc1N1CCN(C2CCCN(C(=O)CCc3c(C)noc3C)C2)CC1 (configuration not stated) | i | -24
42 | CCOC(=O)C1CCN(S(=O)(=O)Cc2ccccc2)CC1 | i | -17
43 | Cc1cc(C)c(NC(=O)COC(=O)/C=C/c2cccc(C(F)(F)F)c2)c(C)c1 | i | 0
44 | Cc1cccc(C(=O)OCC(=O)Nc2ccc3c(c2)OCCO3)c1O | / | -4
45 | COc1ccc(CC(=O)Nc2ccc(N3CCOCC3)cc2)cc1OC | i | -14
46 | CCc1nnc(NC(=O)CSc2ncc(-c3ccccc3)n2C)s1 | i | -32
47 | O=C(CCNC(=O)c1ccc(Br)cc1)NCC(c1ccco1)N1CCCCC1 (configuration not stated) | / | -5
48 | O=C(CNC(=S)N(CCCN1CCOCC1)Cc1cccs1)NCc1ccc(Cl)cc1 | i | -34
49 | CCOC(=O)c1ccc(NC(=O)NCc2c(C)nn(CC)c2C)cc1 | i | -4
50 | CC(=O)Nc1cc(-n2cnnn2)ccc1C | i | -11
51 | CC(=O)Nc1cc(C(=O)N2CCCC2)ccc1S(=O)(=O)c1ccc(C)cc1 | i | -6
52 | Cc1ccc(C)c(C(=O)COC(=O)CCCC(=O)Nc2cc(C(F)(F)F)ccc2Cl)c1 | i | -33
53 | c1ccc2c(N3CCOCC3)c3c(nc2c1)CCC3 | i | 3
54 | O=C1c2ccccc2-c2c1cccc2C(=O)N1CCN(C(=O)c2ccco2)CC1 | i | 0
55 | CNC(=O)COc1ccc(S(=O)(=O)Nc2ccc(OC)cc2)cc1 | i | -5
56 | Cc1ccc(C(CNC(=O)Nc2cccc(C)c2)N2CCN(C)CC2)cc1 (configuration not stated) | i | 7
57 | COCCNc1oc(-c2ccco2)nc1S(=O)(=O)c1ccccc1 | i | -7
58 | COc1cc(-c2nnc(SCC3(c4ccccc4)OCCO3)o2)cc(OC)c1OC | i | -37
59 | CCn1nnnc1SCC(=O)N1CCCc2ccccc21 | i | -17
60 | O=C1CN(C(=O)CNC(=O)c2ccc(Cl)cc2Cl)CCN1 | i | -2

entry | molecule | CHT allo act | OX1R antagonist
61 | C/C(=N\NC(=O)c1nnn(-c2nonc2N)c1CSc1ccccc1)c1ccco1 | i | -13
62 | O=C(COC(=O)c1ccc(O)cc1O)N=c1sccn1Cc1ccccc1Cl | i | 2
63 | CC(NC(=O)c1ccc(F)cc1)c1ccc(F)cc1 (configuration not stated) | i | -22
64 | O=C(NCc1ccco1)c1ccc(-c2ccccc2Cl)o1 | i | -11
65 | Cc1cc(C)cc(C(=O)NCC(=O)NCc2ccc(S(N)(=O)=O)cc2)c1 | i | /
66 | CC(=O)N(CCC(Cc1ccccc1)c1ccc2c(c1)OCO2)Cc1ccc(Cl)cc1 (configuration not stated) | i | -7
67 | O=C(Nc1nc2ccccc2n1CCN1CCCCC1)C1CCCCC1 | i | -29
68 | CCSc1ncc(CO)c(N)n1 | i | -9
69 | O=S(=O)(/N=C(/c1ccc(Cl)cc1)N1CCOCC1)c1ccc(Cl)cc1 | i | -22
70 | O=C(COc1ccc2ccccc2c1)Nc1cccc2cccnc12 | i | 27
71 | CC(NC(=O)C1CCN(C(=O)c2cccs2)CC1)c1ccc(S(N)(=O)=O)cc1 (configuration not stated) | / | 3
72 | Clc1ccc(N=NN2CCOCC2)cc1 | i | -1
73 | CCOc1ccc(S(=O)(=O)N2CCC(C(=O)NCc3ccco3)CC2)cc1C | i | -12
74 | CC(C)(C)NC(=O)CSc1nc2ccc(NC(=O)CSc3nnnn3Cc3ccccc3)cc2s1 | i | 42
75 | CC(=O)c1cc(C(=O)N2CCCC(C(=O)c3ccc(Cl)cc3)C2)cs1 (configuration not stated) | i | -16
76 | COc1ccc(NC(=O)CC2(CC(=O)N3CCOCC3)CCCC2)cc1Cl | / | -24
77 | COc1ccc(S(N)(=O)=O)cc1C(=O)OCC(=O)Nc1ncc(Cl)c(C)c1Cl | / | -18
78 | CC1CC(C)CN(S(=O)(=O)c2ccc(C(=O)NCCCn3ccnc3)cc2)C1 (configuration not stated) | i | -17
79 | Cc1cc2cc(CNC(=O)CCC(=O)O)ccc2n1C | i | 4
80 | O=S(=O)(NC1CC1)c1ccc(Cl)cc1F | i | -11
81 | Cc1ccc(C)c(N2CCN(C(=O)CCC(=O)Nc3nnc(C(F)(F)F)s3)CC2)c1 | i | -13
82 | COc1ccc(Br)cc1/C=N/NC(=O)C(c1ccncc1)N1CCOCC1 (configuration not stated) | i | -2
83 | Cc1ccc(C(=O)NNC2=Nc3cc([N+](=O)[O-])ccc3OC2)cc1 | i | -2
84 | CC1=CC(C)C(/C=N/n2cnnc2)C(C)C1 (configuration not stated) | i | -6
85 | COc1cc(OC)c(C(=O)NNC(=S)NC2CCCCC2)cc1OC | i | -17
86 | CCOc1ccc(S(=O)(=O)N(CC)CC(=O)NC2CC2)cc1 | i | 2
87 | COc1cccc(NC(=O)Cn2c(-c3cncs3)nc3ccccc32)c1 | i | -22
88 | COc1ccc(C2C(C(N)=O)=C(C)Nc3nc(CCCO)nn32)cc1 (configuration not stated) | i | -9
89 | CN(C(=O)c1ccccc1C(=O)OCC(=O)Nc1cccc(Br)c1)c1ccccc1 | / | -7
90 | O=C(c1cc(F)ccc1F)C1CCCN(C(=O)c2cccs2)C1 (configuration not stated) | i | -15

entry | molecule | CHT allo act | OX1R antagonist
91 | O=C(O)CC/C(=C\c1cc([N+](=O)[O-])ccc1Cl)c1nc2ccccc2s1 | i | -8
92 | COc1ccc(NC(=O)CCCCCN2C(=O)CCC2=O)cc1Cl | i | 0
93 | CC(=O)c1ccc(S(=O)(=O)N2CCn3cccc3C2C)cc1 (configuration not stated) | / | -8
94 | COc1ccc(C(=O)NCCSc2ccccn2)cc1 | i | -25
95 | O=C(Nc1nnc(-c2ccccc2F)s1)Nc1ccccc1F | i | -11
96 | CN(C(=O)CCN1C(=O)/C(=C/c2ccccc2)SC1=S)C1CCS(=O)(=O)C1 (configuration not stated) | i | -6
97 | CC(=O)Nc1ccc(Nc2nc(C(F)(F)F)nc3c2nnn3Cc2ccccc2Cl)cc1 | i | -17
98 | CCCCN(C)C(=O)Cn1nc(-c2ccc(Cl)cc2)ccc1=O | i | -26
99 | CCN(CC)CCC(=O)NN | i | -2
100 | O=C(CC(c1ccccc1)c1ccccc1O)NCc1ccccc1 (configuration not stated) | i | -11
101 | O=C(Nc1cnn(Cc2c(Cl)cccc2Cl)c1)C(c1ccccc1)c1ccccc1 | i | 10
102 | O=c1[nH]c(C2CCCN(S(=O)(=O)c3ccccc3)C2)nc2c1nnn2Cc1ccccc1Br (configuration not stated) | i | -49
103 | O=C(O)CC1(CC(=O)NCc2cc(F)cc3c2OCOC3)CCCCC1 | i | -12
104 | CCCn1nc2cc(C(=O)NCc3ccccc3OC)ccc2c1OCC | i | -16
105 | CC(C)Cc1ccc(C(C)C(N)=NCCc2ccccc2)cc1 (configuration not stated) | 13* | /
106 | CCSc1nc(C(F)(F)F)cc(=O)n1-c1ccccc1 | i | -25
107 | O=S(=O)(NCC(c1ccccc1)N1CCC(O)CC1)c1ccc(Cl)cc1 (configuration not stated) | i | -9
108 | N#Cc1cccc(NC(=O)Cn2cnc(S(=O)(=O)N3CCOCC3)c2)c1 | i | -11
109 | CCOC(=O)N1CCN(Cc2nc3c(c(=O)n(C)c(=O)n3C)n2Cc2ccccc2C)CC1 | i | -33
110 | COc1ccc(C2=[N+]([O-])C(C)(C)N(O)C2C)cc1 (configuration not stated) | i | -16
111 | Cn1c(SCC(=O)NC2CCCCC2)nnc1-c1cc2ccccc2o1 | i | -31
112 | COc1ccc(Cc2n[nH]c(=S)n(N)c2=O)cc1 | i | -9
113 | CC(C)NC(=O)CSc1nnc2sc3ccccc3n12 | i | -7
114 | CCn1c(SCC(=O)Nc2ccccc2F)nc2c(c1=O)SC(C)C2 (configuration not stated) | i | -24
115 | Cc1ccc(OCc2nc(-c3ccc(Cl)cc3)n[nH]2)cc1 | i | -34
116 | CCCCn1c(O)c(N=NC(=O)c2ccccc2NS(=O)(=O)c2cccs2)c2ccccc21 | i | -16
117 | O=C(COC(=O)c1ccccc1NC(=O)c1ccccc1)c1cccc([N+](=O)[O-])c1 | i | -24
118 | O=C(Nc1ccccc1)NC1CC2CCC(C1)N2Cc1nnnn1Cc1ccc2c(c1)OCO2 (configuration not stated) | i | -20
119 | Fc1ccc(-c2nnc(SCc3cccnc3)o2)cc1 | i | -9
120 | CC(=O)NCCc1nc2ccccc2n1CCOc1ccccc1C | i | -9

entry | molecule | CHT allo act | OX1R antagonist
121 | CON(C)c1nc(OCCNC(=O)COc2ccc(Cl)cc2C)nc(N(C)C)n1 | i | -24
122 | CNC(=O)C1=C(C)Nc2nc3ccccc3n2C1c1cccc(OC)c1 (configuration not stated) | i | -26
123 | Cc1nn(C)c(C)c1N=Cc1c(O)ccc2ccccc12 | i | 43*
124 | CC(C)c1c(C(=O)N/N=C/c2cccs2)nnn1-c1nonc1N | i | -30
125 | COCCNC(=O)COc1ccc(C)cc1C(=O)c1cc(C#N)c(=O)n(C2CC2)c1 | i | -4

# Compound activity: PubChem BioAssay, several laboratories
